# H9c2 protect = cardioprotection against H2O2-induced cell death, primary screen, uHTS, H9c2 cells, ATPLite luminescence; H9c2 cardiomyocytes, H2O2 injury protection, 2 h; protection from H2O2 cell death, % at 20 µM; 0.63% of 360,000 active; AID 588492, 2011;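 active = compounds giving at least 50% protection of heart cells from peroxide-induced death in the single-dose screen, raw or plate-pattern-corrected value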;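 note: 0% = DMSO wells with peroxide and 100% = DMSO wells without peroxide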
# MC4R ag barr = MC4R agonists recruiting beta-arrestin, primary screen, cell-based, luminescence, agonist arm of biased-ligand search; Melanocortin receptor 4 (Homo sapiens), P32245; U2OS MC4R beta-arrestin complementation; percent of melanotan II response, DMSO zero; activation, % at 8.9 µM; 0.98% of 360,000 active; AID 540308, 2011;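 active = activation above a per-plate cutoff, the mean activation of sample wells on that plate plus 3 SD, cut at about 8% in these data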
# N-glyco inh = increase of ERlucT glycosylation luciferase signal, primary screen, N-linked glycosylation inhibitor project, D54 ERlucT cells, luminescence, set 2. D54 ERlucT glycosylation luciferase reporter, 24 h; percent of 100 nM tunicamycin response. reporter increase, % at 12.5 µM. 0.23% of 360,000 active. AID 588692, 2011;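 active = mean luciferase reporter signal, scaled so untreated is 0 and the glycosylation-blocking control 100, at or above a set limit in every replicate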;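 note: luciferase carries N-glycosylation sites so blocking glycosylation raises the light; 0% = median of neutral control wells and 100% = median of 100 nM tunicamycin wells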
# HTR2A ag = mouse Htr2a agonists via beta-arrestin recruitment, primary screen, cell-based, luminescence | 5-hydroxytryptamine receptor 2A (Mus musculus), P35363 | CHO-K1 mHTR2A beta-arrestin complementation; percent of 30 µM serotonin response | activation, % at 7.6 µM | 0.66% of 360,000 active | AID 624169, 2012;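 active = activation above a run cutoff, the mean activation of all tested compounds plus 3 SD, cut at about 14% in these data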;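 note: 0% = plate median of compound wells and 100% = 30 µM serotonin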
# TLR9-MyD88 inh = inhibitors of TLR9-MyD88 association in cells, primary screen, cell-based, CHO, BLA complementation, fluorescence | Toll-like receptor 9 (Homo sapiens) + Myeloid differentiation primary response protein … | CCF4 FRET ratio | inhibition, % at 4.98 µM | 0.21% of 340,000 active | AID 504734, 2011;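 active = inhibition above the mean over all tested compounds plus 3 SD, cut at about 21% in these data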;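 note: 0% = DMSO only wells and 100% = clavulanate BLA inhibitor control wells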
# NCOA2 inhibitor = inhibition of GAL4-SRC2 driven luciferase reporter, primary screen, SRC2 inhibitor project, cell-based, luminescence | Nuclear receptor coactivator 2 (Homo sapiens), Q15596 | HEK293 GAL4-SRC2 luciferase reporter | inhibition, % at 9 µM | 0.17% of 370,000 active | AID 651957, 2012;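 active = inhibition above the mean inhibition of all tested compounds plus 3 SD, set per campaign, cut at about 52% in these data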;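 note: 0% = DMSO treated cells and 100% = cells given Gossypol at 36 µM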
# ABHD5-PLIN5 inh = ABHD5-PLIN5 interaction inhibitors, primary screen, cell lysate, split luciferase complementation, luminescence | Perilipin-5 (Homo sapiens) + 1-acylglycerol-3-phosphate O-acyltransferase ABHD5 (Homo … | Split G. princeps luciferase complementation, 4 h | inhibition, % at 4 µM | 0.78% of 360,000 active;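 active = inhibition above the mean inhibition across every tested compound plus 3 SD, cut at about 22% in these data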;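 note: 0% = DMSO only wells and the 100% control is not disclosed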
# Target sequence (Q00G26 whole entry, looked up): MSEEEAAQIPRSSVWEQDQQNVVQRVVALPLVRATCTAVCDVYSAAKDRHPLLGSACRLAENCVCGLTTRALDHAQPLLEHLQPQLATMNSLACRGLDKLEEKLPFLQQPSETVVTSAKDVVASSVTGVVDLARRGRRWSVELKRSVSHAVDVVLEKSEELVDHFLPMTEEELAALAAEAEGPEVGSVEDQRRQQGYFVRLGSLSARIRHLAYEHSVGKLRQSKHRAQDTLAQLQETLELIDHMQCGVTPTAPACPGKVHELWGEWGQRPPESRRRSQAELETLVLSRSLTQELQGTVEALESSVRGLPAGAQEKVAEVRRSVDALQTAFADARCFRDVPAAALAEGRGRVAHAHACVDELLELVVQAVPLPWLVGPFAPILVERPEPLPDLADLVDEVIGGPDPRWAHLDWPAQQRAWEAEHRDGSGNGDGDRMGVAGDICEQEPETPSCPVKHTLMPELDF
# Target sequence (Q8WTS1 whole entry, looked up): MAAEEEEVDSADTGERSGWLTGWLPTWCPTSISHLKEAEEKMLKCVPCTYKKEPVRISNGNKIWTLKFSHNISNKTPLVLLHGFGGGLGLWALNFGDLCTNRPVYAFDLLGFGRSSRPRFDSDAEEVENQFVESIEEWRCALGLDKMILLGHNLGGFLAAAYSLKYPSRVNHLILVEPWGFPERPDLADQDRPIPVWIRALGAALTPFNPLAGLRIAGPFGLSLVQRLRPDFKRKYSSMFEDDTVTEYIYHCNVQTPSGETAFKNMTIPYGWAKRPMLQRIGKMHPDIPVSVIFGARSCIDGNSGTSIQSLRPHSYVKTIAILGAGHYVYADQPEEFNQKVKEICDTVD
# MC4R antagonist = MC4R antagonists of cAMP signaling, primary screen, cell-based, TR-FRET, antagonist arm of biased-ligand search. Melanocortin receptor 4 (Homo sapiens), P32245. MC4R-expressing cells, MTII-stimulated cAMP, LANCE TR-FRET. inhibition, % at 6.5 µM. 0.48% of 360,000 active;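 active = inhibition above its plate's cutoff, the mean of tested wells on that plate plus 3 SD, cut at about 29% in these data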;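 note: 0% = Melanotan II alone and 100% = Melanotan II plus saturating MCL0020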
#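 Material – human MC4R-expressing U2OS cells · Repeats – no replicates · Detection – TR-FRET with Eu-cAMP and labeled anti-cAMP, 671 nm · Times – compound 30 min, challenge 1 h, detection 1 h · Compound – single nominal compound dose of 6.5 µM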
# ABCB6 inh MLPCN = ABCB6 transporter inhibitors, primary screen, K562-ABCB6 cells, flow cytometry, MLPCN library; K562-ABCB6 porphyrin accumulation, 1 h; stronger effect = lower value; fluorescence ratio to DMSO, % at 10 µM; 0.19% of 360,000 active; AID 602162, 2011;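 active = fluorescence ratio to DMSO below 75%, the collection mean minus 3 SD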;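 note: signal is porphyrin accumulated inside mitochondria; 100% equals median channel fluorescence of DMSO control wells; lower ratio means ABCB6 inhibition with less porphyrin fluorescence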
# NOD2-RIPK2 inh = NOD2-RIPK2 binding disruptors in cells, primary screen, fluorescence, CHO cells, BLA complementation; Receptor-interacting serine/threonine-protein kinase 2 (Homo sapiens), O43353; CCF4 ratio; inhibition, % at 4.98 µM; 0.38% of 360,000 active; in the data active = inhibition above about 21%;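 note: 0% = vehicle only and 100% = reference blocker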
# The depositor's hits bear a star; nt = no result given. Not all compounds are listed; rates above refer to the full screens.
SMILES,H9c2 protect,MC4R ag barr,N-glyco inh,HTR2A ag,TLR9-MyD88 inh,NCOA2 inhibitor,ABHD5-PLIN5 inh,MC4R antagonist,ABCB6 inh MLPCN,NOD2-RIPK2 inh
CCn1c(SCC(=O)Nc2ccc(NC(C)=O)cc2)nc2c1c(=O)n(C)c(=O)n2C,0.8,1.2,3.0,9.1,5.5,-31.9,16.2,-1.7,100.0,11.7
O=C(CCc1ccccc1)NNC(=O)COc1ccc(Br)cc1,3.8,-2.1,-0.8,0.1,-15.1,-0.1,-0.7,3.8,95.0,-14.6
O=C(Nc1cccc(S(=O)(=O)C(F)F)c1)c1ccc(S(=O)(=O)N2CCOCC2)cc1,-9.0,-2.6,-2.6,-2.7,-3.0,16.4,5.4,5.8,93.0,-5.7
COCCSc1ccccc1C(=O)Nc1cccnc1,-4.7,1.0,1.1,-0.6,4.2,7.0,-2.6,7.6,107.0,-1.6
COc1ccc(S(=O)(=O)N(C)[C@H]2C[C@H]3c4cc(Oc5ccccc5C)ccc4CCN3C(=O)[C@H]2[C@H](C)O)cc1,-6.4,0.2,1.5,-3.3,-7.0,17.8,1.5,16.4,97.0,1.5
O=C(COC(=O)C1CCC1)Nc1ccc(OC(F)F)cc1,-14.4,-2.5,0.2,-3.9,2.8,9.0,0.1,1.9,104.0,2.4
COc1cc(/C=N/NS(=O)(=O)c2ccc3ccccc3c2)ccc1OCc1ccc(C(=O)O)cc1,6.2,1.2,-5.9,-4.1,-2.3,-82.1,2.6,2.4,101.0,-17.3
CC(=O)c1c(O)cc(C)n(-c2ccc(F)cc2)c1=O,0.0,-1.2,-1.9,1.2,1.8,-1.1,-4.2,-5.3,110.0,0.3
COc1ccc(-c2c(C)nn(-c3ccccc3)c2N)cc1OC,-1.5,-0.3,1.0,2.9,-8.8,-1.3,-2.2,-4.2,100.0,-25.9
Cc1occc1C(=O)NNS(=O)(=O)c1ccc(Cl)cc1,-2.4,-2.5,0.6,1.3,-11.3,-12.8,1.8,1.6,97.0,-3.2
O=[N+]([O-])c1cccc(-c2nc(-c3ccccc3)no2)c1,-7.1,-2.5,-2.8,6.3,2.1,-81.4,-0.1,1.1,81.0,-1.5
N#Cc1ccc(Cl)cc1NC(=O)CNCc1cccs1,-4.5,-0.5,-1.4,-10.5,4.4,-20.4,-0.7,0.4,94.0,-1.1
CC12CCC(O)CC1=CCC1C2CCC2(C)C1CCC21CCC(=O)O1 (configuration not stated),-20.3,-1.3,-3.0,0.4,8.2,3.0,0.2,-0.6,97.0,10.9
CC(=O)Nc1ccc(NC(=O)C(C)OC(=O)c2cc(S(=O)(=O)N3CCOCC3)ccc2Cl)cc1 (configuration not stated),6.0,2.4,-0.1,-0.4,-3.0,-5.6,-13.3,2.5,98.0,2.0
COCCCNC(=O)c1ccc2c(c1)nc(C)n2-c1cccc(C)c1,-1.7,-1.0,1.4,-2.2,-5.5,-9.6,7.7,6.1,99.0,0.5
CCN(CC)S(=O)(=O)c1cccc(NC(=O)CSc2nnc(N)s2)c1,-10.1,-1.4,0.2,4.2,-4.7,14.8,-0.5,2.3,95.0,-2.9
CCc1nnc(NC(=O)CSCc2cc(=O)n3ccsc3n2)s1,12.3,-0.2,0.9,1.3,11.6,6.0,6.0,-3.6,97.0,-6.7
Cc1cc(C)c2c(n1)nn1c(N3CCN(c4ccccc4C)CC3)cc(C)nc21,27.6,-0.1,1.0,-0.9,9.1,-14.9,-4.3,-5.6,94.0,-1.3
COc1ccc(NC(=O)c2cc([N+](=O)[O-])ccc2O)cc1,-40.3,0.1,-19.8,14.9*,11.2,76.3*,4.5,12.9,88.0,-2.5
Cc1ccc(OCC(=O)NNC(=O)c2ccccc2OCc2c(C)noc2C)cc1,2.0,0.0,-1.5,6.8,-4.7,1.6,-5.4,5.0,97.0,-2.7
CCCCn1nnc(NC(=O)c2ccc(-c3cccc(Cl)c3)o2)n1,6.5,2.6,3.0,-8.2,3.2,nt,-4.5,9.0,104.0,-9.3
COC(=O)[C@@]1(Cc2ccc(F)cc2)[C@H]2c3cc(C(=O)N4CCCC4)n(Cc4ccc(S(C)(=O)=O)cc4)c3C[C@H]2CN1C(=O)c1ccccc1,nt,nt,nt,6.1,nt,-13.5,17.7,nt,122.0,-9.3
COc1ccc(S(=O)(=O)N2CCCOC2CNC(=O)C(=O)NCCc2ccco2)cc1 (configuration not stated),-1.1,-0.8,-1.8,1.4,-0.8,-23.7,15.6,2.0,91.0,-9.9
COc1ccc(N(CC(=O)NC2CCCCC2)C(=O)CNC(=O)c2cccs2)cc1,-1.0,1.0,-0.5,-2.1,-1.8,5.0,-2.5,13.8,104.0,-12.8
COc1ccc(-c2nnc(SCC(=O)N3CCCc4ccccc43)o2)cc1OC,37.0,1.1,-2.6,1.3,2.9,11.5,4.8,14.7,100.0,-9.6
CCC(CC)C(=O)c1c[nH]c(C(=O)NCc2ccncc2)c1,-2.0,-1.4,2.7,0.8,-16.7,-22.6,-0.4,4.4,104.0,5.5
COc1cccc(OC)c1C(=O)NC(=S)Nc1ccc(N2CCOCC2)c(Cl)c1,24.4,-1.3,2.9,0.0,-2.4,-3.2,3.9,5.6,94.0,-2.7
CC(C)(C)C1CCc2c(sc3ncn(N)c(=N)c23)C1 (configuration not stated),-13.8,-2.8,-5.2,1.9,2.6,23.0,-5.5,-2.5,96.0,3.5
C=CCNC(=O)c1ccc2c(c1)N(CC)C(=O)c1ccccc1S2,-4.9,-2.1,1.6,7.9,-2.6,-0.3,-9.7,2.5,99.0,6.1
CN(Cc1ccco1)C(=O)CCc1nc2sc3c(c2c(=O)[nH]1)CCCC3,10.9,-0.2,-0.8,1.9,-5.6,-21.5,23.6*,0.2,98.0,2.4
COc1cc(Cn2c(N)c(C#N)c3nc4ccccc4nc32)cc(OC)c1,-3.3,-2.5,15.9,1.5,-2.6,11.3,-3.1,-3.3,92.0,-8.5
CN(CC(=O)Nc1ccccc1C(F)(F)F)C(=O)CSc1nc(N)cc(N)n1,-3.8,-3.9,-0.3,-1.8,1.5,-24.6,-3.1,2.9,97.0,-3.8
C[C@@H](NC(=O)c1nc[nH]c1C(=O)OCc1ccccc1)c1ccccc1,16.1,2.2,1.3,-6.2,-6.5,9.7,-1.0,-0.1,94.0,-1.4
C/C(=C\c1ccc(Cl)cc1)C(=O)c1c(C)cc(C)[nH]c1=O,-0.1,-0.8,2.7,3.3,-4.2,18.4,-6.5,-3.7,97.0,0.1
CNC(=O)c1c(C)nc(SCC(=O)NCc2ccc(OC)cc2)c(C#N)c1-c1ccco1,3.4,-1.6,-2.0,3.7,14.9,2.9,-1.6,2.0,101.0,-5.5
O=C(NCc1ccc(F)cc1)C1CCCN(c2cnccn2)C1 (configuration not stated),-2.8,-3.2,0.1,6.3,-15.2,12.3,9.4,8.6,101.0,4.0
Cc1ccc(C(=O)NCC(=O)OCc2nnc(-c3ccc([N+](=O)[O-])cc3)o2)cc1,-3.8,-1.1,0.9,12.2,-6.3,1.0,-4.9,3.3,94.0,-1.4
C=CC(COCc1ccccc1)N(CC(=O)OC)S(=O)(=O)c1cc(Br)ccc1OC (configuration not stated),-14.2,-0.1,6.3,-2.7,-19.5,-2.1,8.3,1.9,95.0,-1.9
Cc1sc(NC(=O)CN2CCOCC2)c(C#N)c1C,9.8,-1.1,0.6,3.9,nt,-7.8,-0.9,0.2,95.0,2.5
Clc1ccccc1-c1nc(-c2ccccc2)n[nH]1,-6.4,-3.3,1.0,4.6,-0.3,-46.1,0.7,-6.6,99.0,-0.6
CCOC(=O)N/N=C\c1ccc(-c2cccc(C(F)(F)F)c2)o1,-0.9,-0.8,3.9,-4.5,-6.3,-11.7,4.5,-5.4,97.0,-6.6
COc1ccccc1C(C)NC(=O)CN(C)CC(=O)Nc1c(C)cccc1C (configuration not stated),1.1,-0.7,-0.9,-4.5,-1.4,5.0,-1.2,-0.5,101.0,-4.2
C=CCN1C=CC(=O)[C@@H](OC(=O)Nc2ccc(Br)cc2)[C@H]1c1ccccc1Br,-23.2,0.1,-0.8,-7.3,8.9,-5.0,-3.4,-4.0,85.0,0.5
C[C@H](O)Cc1cc2ccccc2c(=O)o1,8.7,-2.7,0.5,0.3,0.5,-11.4,-4.7,7.3,95.0,3.4
CC(O)Cn1ccccc1=N (configuration not stated),1.7,2.6,0.3,-0.1,-12.6,-2.8,2.5,3.7,109.0,-5.5
COc1ccccc1N1CCN(C2CCN(C(=O)c3cccs3)CC2)CC1,-2.0,-2.7,-1.2,0.9,4.0,-2.9,-2.7,-2.1,90.0,4.8
COCCn1nnnc1C(c1ccccc1)N1CCN(C(=O)c2ccco2)CC1 (configuration not stated),2.1,-2.1,0.4,3.1,2.8,-24.6,0.2,7.8,90.0,0.4
CCCN1CCN(CCCNC(=O)c2cc3c(=O)n(C)c4ccccc4c3n2C)CC1,9.0,1.4,7.4,-2.4,-7.3,-52.1,3.4,7.0,98.0,-0.3
CCOc1cc(CNC(C)(C)C)ccc1OCC(=O)Nc1cccc(C(F)(F)F)c1,8.1,-0.9,-3.6,-7.5,-0.4,1.4,3.3,13.0,98.0,-5.9
CC(C)C(N)c1csc(Nc2ccc(C(=O)NCCCO)cn2)n1 (configuration not stated),-0.9,1.4,2.2,3.7,nt,-4.1,2.5,-6.8,108.0,-2.1
O=C(c1ccccc1F)N1CCCC(c2ccccc2)C1 (configuration not stated),3.5,-3.0,-3.2,-6.8,-2.1,4.0,2.9,9.7,97.0,4.3
CC(C(=O)NCCc1ccc(S(N)(=O)=O)cc1)N1C(=O)CC(C)(C)Sc2ccccc21 (configuration not stated),1.1,-0.7,1.5,-4.9,-5.9,-17.5,-5.5,-2.6,95.0,4.0
Cc1ccc(CSc2nnc([C@@H]3CCCN3C(=O)OC(C)(C)C)o2)cc1,-4.0,-1.8,0.0,-2.3,4.2,18.5,7.7,16.4,99.0,-8.9
CN(C)c1ccc(Cc2ccc(N(C)C)cc2)cc1,-11.5,0.3,-2.8,-3.2,-0.5,-2.1,4.0,11.5,100.0,8.2

# Bioassay records deposited in PubChem by several laboratories.
